# ATG4B inhibitor: blocks human ATG4B protease cleavage of LC3 substrate; ATG4B cleavage of LC3-PLA2, NBD-HPC fluorescence, 1 h; inhibition, % at 8.33 µM; actives 0.51% (n = 340,000); in the data active = inhibition above about 40%
# Target sequence (Q9Y4P1 whole entry, looked up): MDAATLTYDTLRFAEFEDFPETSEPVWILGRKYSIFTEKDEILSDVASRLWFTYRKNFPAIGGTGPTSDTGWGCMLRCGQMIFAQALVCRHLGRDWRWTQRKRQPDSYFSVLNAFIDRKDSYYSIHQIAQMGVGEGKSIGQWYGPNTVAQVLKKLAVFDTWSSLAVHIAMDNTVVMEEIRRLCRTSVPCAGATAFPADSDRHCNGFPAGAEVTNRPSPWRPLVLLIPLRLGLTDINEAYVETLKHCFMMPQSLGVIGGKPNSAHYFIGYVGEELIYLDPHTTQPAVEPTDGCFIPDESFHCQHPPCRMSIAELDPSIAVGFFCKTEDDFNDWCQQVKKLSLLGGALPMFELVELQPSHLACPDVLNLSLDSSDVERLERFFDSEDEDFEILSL
# PfGluPho inh: PfG6PD (Plasmodium falciparum) enzyme inhibition; AID 504690; actives 0.78% (n = 350,000); PfGluPho enzyme, NADPH resazurin-diaphorase fluorescence; inhibition, % at 20 µM;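 active = inhibition reaching at least a set limit at 20 µM in the primary screen, cut at about 59% in these data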;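 also: 0% = DMSO wells with substrate and 100% = DMSO wells lacking glucose-6-phosphate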
# hIAP block: blocks human intestinal alkaline phosphatase; purified IAP, CDP-Star luminescence, 30 min; inhibition, % at 10 µM; actives 0.12% (n = 330,000); AID 2544;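 active = inhibition reaching a set limit with compound at 10 µM in the primary screen, cut at about 35% in these data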;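 also: plate controls were DMSO wells with enzyme for no effect and no-enzyme buffer wells for full effect; values of inactives mirror those of a sister screen read the other way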
# mIAP act: mouse IAP activation; muIAP, CDP-Star luminescence, 30 min; active compounds read high; 1 = vehicle-only enzyme signal, 0 = enzyme-free wells; activation factor at 10 µM; actives 0.24% (n = 330,000); AID 2805;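 active = activation factor of at least 2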; also: the source names both 10 and 20 µM as test concentration; values of inactives mirror those of a sister screen read the other way
#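 Assay system: mouse IAP enzyme / Compound: DMSO-dissolved test compounds / Timing: 30 min, room temperature / Measured by: luminescence from enzymatic CDP-Star hydrolysis / Control set: DMSO-only wells, enzyme-free buffer wells as negative control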
# hIAP act: increases human intestinal alkaline phosphatase activity | P09923 | purified human IAP, CDP-Star luminescence, 30 min; active compounds read high; 1 = vehicle-only enzyme, 0 = enzyme-free background | activation factor at 10 µM | actives 0.16% (n = 330,000);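 active = activation factor of the enzyme at least 2-fold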; also: the source names both 10 and 20 µM as test concentration; values of inactives mirror those of a sister screen read the other way
# A3A deaminase: inhibitors of human APOBEC3A DNA deaminase. inhibition, % at 20 µM. P31941. actives 0.41% (n = 330,000). recombinant A3A, FAM/TAMRA ssDNA deamination fluorescence. AID 493011;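 active = at least 40% inhibition at 20 µM here, with at most 30% in a related deaminase screen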;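 also: plate controls were A3A with DMSO for no effect and wells lacking A3A enzyme for full effect; some results filed as inactive read as strong as hits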
# Target sequence (P31941 whole entry, looked up): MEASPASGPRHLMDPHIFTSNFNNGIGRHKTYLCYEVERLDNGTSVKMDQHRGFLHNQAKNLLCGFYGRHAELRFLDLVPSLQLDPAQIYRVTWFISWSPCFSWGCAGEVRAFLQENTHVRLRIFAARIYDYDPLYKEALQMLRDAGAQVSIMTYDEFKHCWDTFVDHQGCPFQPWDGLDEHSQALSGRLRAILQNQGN
# mIAP block: mouse IAP inhibition. purified mouse IAP, CDP-Star luminescence, 30 min. inhibition, % at 10 µM. actives 0.2% (n = 330,000);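 active = inhibition of at least 40% at 10 µM in the primary screen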;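 also: plate controls were DMSO with enzyme for no effect and no enzyme wells for full effect; values of inactives mirror those of a sister screen read the other way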
# HKDC1 inhibitor: inhibitors of human hexokinase HKDC1. Q2TB90. recombinant HKDC1, G6PDH/diaphorase resazurin coupled fluorescence. inhibition, % at 20 µM. actives 0.16% (n = 340,000). AID 493160;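 active = inhibition above about 35% when tested at 20 µM, limit read from the data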;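 also: plate controls were DMSO wells with enzyme for no effect and DMSO wells lacking enzyme for full effect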
#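 Test system: recombinant HKDC1 (HK5) hexokinase enzyme, produced in-house / Doses: 20 µM test compound, 1% DMSO / Timing: 90 min, room temperature / Detection: G6PDH/diaphorase-coupled fluorescence, 1 mM NADP, 100 µM resazurin, 525/613 nm / Control set: DMSO wells with and without enzyme mix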
# * marks the source's active call; other numbers are inactive results; · = not tested or not shown; & = joins results of further samples. Rows are unselected. Share with any hit: about 2.4%.
SMILES,ATG4B inhibitor,PfGluPho inh,hIAP block,mIAP act,hIAP act,A3A deaminase,mIAP block,HKDC1 inhibitor
O=C(O)C1CN(c2nc(Cl)ccc2[N+](=O)[O-])C1,-10,24,15,0.97,0.85,19,3,-8
CN(C)c1ccc(Nc2ncnc3ccc(Br)cc23)cc1,1,25,-10,0.93,1.1,-10,8,-3
O=C1COc2ccc(C(=O)COC(=O)Cc3ccccc3F)cc2N1,5,9,-8,0.94,1.1,5,6,-8
COc1ccc(CNC(=O)C(C)Sc2ccc(S(=O)(=O)N3CCOCC3)cn2)cc1 (configuration not stated),4,4,-5,1,1,-4,-3,-7
COc1cc(COc2ccc3c(C)c(CCC(=O)O)c(=O)oc3c2)cc(OC)c1OC,5,2,-14,1,1.1,0,-4,-1
CCN1CCN(c2c(Cl)cccc2NC(=O)c2ccc3c(c2)OCCO3)CC1,65*,-4,8,1,0.92,-3,-1,0
O=C(Cn1nnc2ccccc2c1=O)NCCc1ccc(F)cc1,·,·,-25,0.93,1.3,-6,7,·
CCc1nonc1NC(=O)c1oc2ccc(Br)cc2c1C,-2,1,7,1,0.93,-2,-2,4
CCOC(=O)c1ccc(OCCOc2cccc(C)c2)cc1,-3,10,0,0.96,1,-4,4,-1
COC(=O)C(Cc1cncn1COCc1ccccc1)NC(=O)OC(C)(C)C (configuration not stated),-4,10,7,0.95,0.93,-1,4,1
Cc1cccc(NC(=O)c2cccc(OC(=S)N3CCOCC3)c2)c1,1,-13,0,0.98,1,-6,2,-2
COc1ccc(C(C(=O)NCc2ccccc2)N(Cc2ccco2)C(=O)c2snc(C(N)=O)c2N)cc1 (configuration not stated),5,2,8,0.98,0.92,1,2,-2
C/C(=N\NC(=O)C(=O)Nc1cccc(Cl)c1C)c1ccncc1,-7,6,-4,0.96,1,0,4,-4
O=C(CS(=O)(=O)c1ccc(F)cc1)Nc1nnc(-c2cccs2)o1,3,0,4,0.94,0.96,-2,6,2
COCCNc1nc(C)c(C(C)=O)s1,-5,-19,-12,0.83,1.1,0,17,-15
Cn1cccc1Cc1nnc(SCC(N)=O)n1CCc1ccccc1,18,-4,8,0.98,0.92,-4,2,-6
C=CCN1CCN(Cc2cnc(Cl)s2)CC1,-4,-26,-13,0.93,1.1,-3,7,-4
CSC1=C(C#N)C(c2ccc(Cl)cc2)C2=C(CC(C)(C)CC2=O)N1 (configuration not stated),3,34,10,0.96,0.9,-3,4,4
ON=C1CCN(c2ncc(C(F)(F)F)cc2Cl)CC1,-1,-10,13,1,0.87,0,-2,-6
C[C@H]1COC(=O)[C@H](CC(=O)OC(C)(C)C)C/C=C\C[C@@H](CC(=O)NCCO)C(=O)N1,3,-11,7,1,0.93,2,-2,-8
O=C(Nc1ccc2nc(N3CCOCC3)sc2c1)c1ccccc1,-7,11,-5,1,1,0,0,-3
Cc1cc(Cl)ccc1C(=O)C1CCCN(C(=O)c2nonc2C)C1 (configuration not stated),28,11,-7,0.86,1.1,-5,14,3
Cc1ccc(NC(=O)CCNS(=O)(=O)c2ccc3[nH]c(=O)oc3c2)cc1F,-1,-20,8,0.58,0.92,-3,42*,-3
CC1Cc2ccccc2N1C(=O)CN1C(=O)NC2(CCCCC2)C1=O (configuration not stated),1,-2,-6,1.1,1.1,-5,-13,3
CC(C)(C)C(=O)NC(=S)Nc1ccc(C(F)(F)F)cc1,-2,0,-10,0.87,1.1,-4,13,5

# Part of the list above in order of SMILES length, smallest number first.
SMILES,ATG4B inhibitor,PfGluPho inh,hIAP block,mIAP act,hIAP act,A3A deaminase,mIAP block,HKDC1 inhibitor
C=CCN1CCN(Cc2cnc(Cl)s2)CC1,-4,-26,-13,0.93,1.1,-3,7,-4
CCOC(=O)c1ccc(OCCOc2cccc(C)c2)cc1,-3,10,0,0.96,1,-4,4,-1
CN(C)c1ccc(Nc2ncnc3ccc(Br)cc23)cc1,1,25,-10,0.93,1.1,-10,8,-3
O=C(Cn1nnc2ccccc2c1=O)NCCc1ccc(F)cc1,·,·,-25,0.93,1.3,-6,7,·
CC(C)(C)C(=O)NC(=S)Nc1ccc(C(F)(F)F)cc1,-2,0,-10,0.87,1.1,-4,13,5
O=C1COc2ccc(C(=O)COC(=O)Cc3ccccc3F)cc2N1,5,9,-8,0.94,1.1,5,6,-8
Cc1cccc(NC(=O)c2cccc(OC(=S)N3CCOCC3)c2)c1,1,-13,0,0.98,1,-6,2,-2
CCN1CCN(c2c(Cl)cccc2NC(=O)c2ccc3c(c2)OCCO3)CC1,65*,-4,8,1,0.92,-3,-1,0
Cc1ccc(NC(=O)CCNS(=O)(=O)c2ccc3[nH]c(=O)oc3c2)cc1F,-1,-20,8,0.58,0.92,-3,42*,-3
COc1cc(COc2ccc3c(C)c(CCC(=O)O)c(=O)oc3c2)cc(OC)c1OC,5,2,-14,1,1.1,0,-4,-1
C[C@H]1COC(=O)[C@H](CC(=O)OC(C)(C)C)C/C=C\C[C@@H](CC(=O)NCCO)C(=O)N1,3,-11,7,1,0.93,2,-2,-8

# The listing continues.
SMILES,ATG4B inhibitor,PfGluPho inh,hIAP block,mIAP act,hIAP act,A3A deaminase,mIAP block,HKDC1 inhibitor
Cc1ccccc1C(=O)Nc1ccnn1C1CCN(Cc2ccncc2)CC1,-1,3,-18,1.1,1.2,0,-6,-7
COc1ccccc1N1C(N)=NC(N)=NC1(C)C,-5,-12&-1,-3,1,1,-5,0,-1
COc1ccccc1Nc1n[nH]c(=S)s1,-8,51,6,0.87,0.94,-1,13,-4
CCC(=O)Nc1ccc(NC(=O)CSc2nnnn2-c2cccnc2)cc1C,-6,-9,8,0.86,0.92,2,14,-7
Cc1ccc(S(=O)(=O)NCC(=O)NCc2cc(=O)n(C)c(=O)n2C)cc1C,5,1,-2,0.99,1,0,1,6
COc1ccc(CCNS(=O)(=O)c2cn(C)c(=O)n(C)c2=O)cc1,-1,10,-4,1.1,1,-1,-6,-6
O=C(Nc1nc2ccccc2n1CCN1CCOCC1)c1ccccc1,-2,20,-47,1,1.5,-1,0,-6
Cn1c(=O)c2c(n(C)c1=O)=NC1(CCCCC1)N=2,-4,-16,5,0.95,0.95,-3,5,-4
CCCn1c(N)c(Sc2ccccc2[N+](=O)[O-])c(=O)n(CCC)c1=O,1,-1,20,0.99,0.8,1,0,-4
O=C(CCNC(=O)c1ccco1)Nc1ccc(N2CCOCC2)cc1,-3,8,-3,0.91,1,-3,9,-3
CN1N=C(C(=O)N2CCCC(C(=O)c3cccc(C(F)(F)F)c3)C2)CCC1=O (configuration not stated),-3,11,-5,0.96,1,-1,4,-14
O=C(NCCCN1CCCC1=O)C1CCN(S(=O)(=O)c2cc(C(F)(F)F)ccc2Cl)CC1,5,1,7,1.1,0.93,-3,-7,-2
CC(NC(=O)c1ccccc1Cl)C(=O)N1CCN(Cc2ccc3c(c2)OCO3)CC1 (configuration not stated),-5,-6,-5,1,1,1,-2,-4
Cc1cccc(C)c1NC(=O)CN(C)C(=O)c1ccc(NS(=O)(=O)c2ccc3[nH]c(=O)[nH]c3c2)cc1,0,-17,-7,1,1.1,2,-2,-4
COc1cccc(C(=O)NC2C(=O)N3C(C(=O)O)=C(COC(C)=O)CSC23)c1 (configuration not stated),-7,11,2,0.77,0.98,-1,23,-5
COc1ccccc1C(=O)Nc1ccc(Cc2ccncc2)cc1,4,20,-8,1,1.1,2,-1,-5
O=S(=O)(c1cccc(-c2nnc3n2CCCCC3)c1)N1CCCC1,1,-7,-4,1.1,1,2,-6,-1
CCOc1ccc(C(=O)COC(=O)c2cccc(-n3cnnn3)c2)cc1,2,-7,-2,0.99,1,-3,1,-4
O=C(NCC1CCCO1)c1cc2n(n1)C(C(F)(F)F)CC(c1ccc(F)cc1)N2 (configuration not stated),-3,-4,-6,1.1,1.1,5,-11,0
COc1ccc(NC(=S)NC(NC(=O)/C=C/c2ccccc2)C(Cl)(Cl)Cl)cc1 (configuration not stated),28,7,-27,1.1,1.3,-6,-9,-7
CCOc1ccccc1C(=O)Nc1cnn(Cc2ccc(F)cc2)c1,19,-8,7,1,0.93,0,-2,-6
O=C(NCCN1C(=O)S/C(=C\c2ccccc2F)C1=O)C1CCN(S(=O)(=O)c2cccs2)CC1,-8,-1,1,0.95,0.99,-2,5,12
CCNS(=O)(=O)c1ccc(NC(=S)NCc2ccco2)cc1,0,0,-5,1,1,-2,-1,-11
Cc1ccc(/C=C2/SC(=S)N(CCC(=O)NCCCN3CCOCC3)C2=O)cc1,1,-22,9,0.84,0.91,0,16,3
Cc1nc(C)c(C(=O)C2=C(O)C(=O)N(CCN3CCOCC3)C2c2cccs2)s1 (configuration not stated),1,-2,14,0.9,0.86,-3,10,-4

# Following part.
SMILES,ATG4B inhibitor,PfGluPho inh,hIAP block,mIAP act,hIAP act,A3A deaminase,mIAP block,HKDC1 inhibitor
CCS(=O)(=O)N1CCC(C(=O)NCc2ccc(OC)cc2)CC1,-2,-9,-6,0.92,1.1,3,8,18
COc1cc(-c2ccccc2)[nH]c(=S)n1,-9,12,7,0.89,0.93,-5,11,-1
COc1ccc(F)cc1C(=O)C1CCCN(Cc2ccc(Sc3nncn3C)o2)C1 (configuration not stated),6,4,-6,0.93,1.1,-5,7,-1
CCOCCCNc1ccc(N2C(=O)C3CCCCC3C2=O)cc1[N+](=O)[O-] (configuration not stated),5,-27,18,0.82,0.82,4,18,15
O=C(Cc1ccccc1)NNC1CC(=O)N(c2ccccc2)C1=O (configuration not stated),1,2,-32,0.96,1.3,5,4,-12
COC(=O)Nc1nc(C)c(C(=O)N(C)C)s1,-3,-3,-1,0.95,1,-1,5,-6
Cc1ccc(C(=O)N/C(=C\c2cccs2)C(=O)NCc2ccncc2)cc1,-7,5,28,0.95,0.72,-2,5,-11
Nc1cc(=O)[nH]c(SCCSc2ccccc2)n1,-1,-12,0,1,1,-7,0,-1
O=C(NCCC1CC1(Cl)Cl)Nc1ccccc1 (configuration not stated),1,-4,-23,1.2,1.2,7,-23,-6
Cc1ccc(C(=O)Nc2sc(C(=O)N(C)C)c(C)c2C#N)cc1,-4,1,-1,0.95,1,-5,5,-11
Cc1nnc(N2C(=O)c3oc4ccccc4c(=O)c3C2c2ccco2)s1 (configuration not stated),-7,5,5,0.81,0.95,18,19,-1
CCOc1ccc(N2C(=O)CC(Sc3ncccn3)C2=O)cc1 (configuration not stated),-16,-6,1,1.1,0.99,-2,-6,-3
COc1ccc(/C=N/NC(=O)c2ccc(Br)o2)cc1Cn1cc([N+](=O)[O-])cn1,-3,-12,8,0.86,0.93,-1,14,-6
CCCOc1ccccc1C(=O)N(Cc1cccs1)C1CCS(=O)(=O)C1 (configuration not stated),-2,-7,-11,1.1,1.1,-4,-7,-6
O=C(CC1S/C(=N/N=C/c2ccco2)NC1=O)Nc1cccc(Cl)c1Cl (configuration not stated),-9,-21,0,0.88,1,-3,12,1
COc1ccccc1CCC(=O)N(CCC1=CCCCC1)c1c(N)n(Cc2ccccc2)c(=O)[nH]c1=O,1,-20,-12,1.1,1.1,25,-11,0
O=C(CSC(=S)N1CCOCC1)c1cc2ccccc2oc1=O,7,-3,11,0.86,0.89,0,14,0
Cc1noc(C)c1COc1ccc(C(=O)OCC(=O)NC23CC4CC(CC(C4)C2)C3)cc1,0,-2,0,0.98,1,16,2,-2
Cc1ccc(C)c(OCC(=O)N/N=C\c2cccn2C)c1,-2,-13,12,1.1,0.88,1,-11,-3
O=C1CC(c2ccco2)CC(O)=C1C=Nc1ccccc1-c1ccccc1 (configuration not stated),7,15,8,0.88,0.92,6,12,-2
CCC1CCCCN1c1nc2c(C=O)c(C)nn2c2ccccc12 (configuration not stated),-8,-7,2,0.9,0.98,-5,10,-8
